Shiga inhibitor = inhibitors of Shiga toxin in Vero cells | Vero cells, Shiga toxin protein synthesis inhibition reporter | inhibition, % at 38.7 µM | actives 9.2% (n = 290,000); in the data active = inhibition mostly above about 28%, no sharp cut-off; inactive = mostly below about 43%; note: 0% is about no effect
Pf growth 48h = P. falciparum growth inhibition at 48 hours (one generation). P. falciparum luciferase growth in erythrocytes, 48 h. Potency, µM (highest dose often 28.7 µM), for the others: top-dose activity change, negative = inhibition, most hits filed as inhibitors. actives 5.9% (n = 310,000). AID 504832; note: potency is the fitted concentration of half-maximal effect; % is set by controls: 0 for no effect and ±100 for the full control effect
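Here the parasites carry a stable luciferase gene and grow inside erythrocytes in Albumax-based RPMI medium with compound for one erythrocytic cycle. Activity is scored as loss of luminescent signal.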
Tb PYK inh = blocks Trypanosoma brucei pyruvate kinase; Q57TT1; TbPYK enzyme, Kinase-Glo Plus ATP luminescence, 45 min; Potency, µM (highest dose often 76.8 µM), for inactives: at the highest dose activity, negative = inhibition, most hits filed as inhibitors; actives 0.12% (n = 410,000); note: potency is the fitted concentration of half-maximal effect; % is set by controls: 0 for no effect and ±100 for the full control effect; nearly all actives have a fitted effect of over 50% in size
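Enzyme and substrate buffer are dispensed first and compound is pin-transferred. ADP at 130 uM final then starts the reaction, which runs 45 min at room temperature. Detection reagent is added for 10 min before luminescence is imaged.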
AMA1 RON2 block = disrupts binding of P. falciparum AMA1 to RON2; AlphaScreen AMA1-biotinylated RON2 peptide binding; Potency, µM (highest dose often 58.2 µM), for the others: top-dose activity change, negative = inhibition, most hits filed as inhibitors; actives 0.2% (n = 360,000); AID 720542;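 note: potency is the fitted concentration of half-maximal effect; 0% = vehicle wells and -100% = peptide control; nearly all actives have a fitted effect of over 45% in size; some results filed as inactive show a strong effect at the top dose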
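AMA1 (3D7) with his tag at 25 nM final met compounds first, then biotinylated RON2 peptide at 25 nM; detection used donor plus acceptor beads, 10 µg/mL apiece, read by AlphaScreen after 30 min at room temperature.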
LmPK inhibitor = LmPK (Leishmania mexicana) enzyme inhibition. Potency, µM (titrated, usually from 57.5 µM), without a hit: at the top dose activity change, negative = inhibition, usual class: inhibitors. actives 0.37% (n = 290,000). Q27686. purified LmPK, Kinase-Glo ATP luminescence, 1 h; note: potency is the fitted concentration of half-maximal effect; % is set by controls: 0 for no effect and ±100 for the full control effect
Target sequence (Q27686 whole entry, looked up): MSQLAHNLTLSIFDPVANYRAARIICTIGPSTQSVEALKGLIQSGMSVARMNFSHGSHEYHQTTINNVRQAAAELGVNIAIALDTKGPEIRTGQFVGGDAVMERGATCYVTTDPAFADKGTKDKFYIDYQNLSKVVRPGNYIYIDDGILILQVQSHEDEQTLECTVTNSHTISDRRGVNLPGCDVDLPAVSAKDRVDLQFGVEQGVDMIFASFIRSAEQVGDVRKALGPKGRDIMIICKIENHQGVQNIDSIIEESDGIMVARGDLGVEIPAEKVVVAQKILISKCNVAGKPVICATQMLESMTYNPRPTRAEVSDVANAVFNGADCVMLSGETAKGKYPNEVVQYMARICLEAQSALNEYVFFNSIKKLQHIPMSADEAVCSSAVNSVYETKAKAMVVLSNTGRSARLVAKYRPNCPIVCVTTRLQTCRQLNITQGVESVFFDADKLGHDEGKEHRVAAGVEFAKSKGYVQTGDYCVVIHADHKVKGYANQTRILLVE
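Pyruvate kinase activity monitored as ATP production (luciferase luminescence). Conditions: 0.1 nM enzyme, 0.5 mM PEP, 0.1 mM ADP, 1 h, RT; normalized against uninhibited and no-enzyme wells.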
Cycloheximide cs = counter-screen hit for Shiga toxin inhibitors, cycloheximide | actives 12% (n = 300,000) | max response, % | cell reporter, cycloheximide protein synthesis inhibition counterscreen | AID 2314; in the data active = max response mostly above about 13%, no sharp cut-off; inactive = mostly below about 14%; note: read at 38.3 µM for the half of the compounds with a filed dose; 0% is about no effect
Pf growth 96h = P. falciparum growth inhibition at 96 hours; P. falciparum luciferase reporter growth, 96 h; Potency, µM (top dose mostly 28.7 µM), for the others: at the highest dose activity change, negative = inhibition, most hits filed as inhibitors; actives 6.9% (n = 320,000); note: potency is the fitted concentration of half-maximal effect; % is set by controls: 0 for no effect and ±100 for the full control effect
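P. falciparum expressing integrated firefly luciferase grown in erythrocytes (2% hematocrit, 0.05% parasitemia final) with compounds for 96 hours at 37 C, 5% CO2. Growth inhibition read as loss of luminescence after adding luciferase detection reagent.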
The depositor's hits bear a star; u = inconclusive; x = not tested or not shown; [ ] = dose if it differs, or a comment. Unless noted, calls come from the whole dose curve; as a rule, active = well fitted curve in the direction sought with a large enough effect; inconclusive = small, poorly fitted or top-dose-only effect, or another doubt; inactive = no such curve, though single readings can be large; an effect the other way counts as inactive or inconclusive. An unsorted share of the library. Share with any hit: about 21%.

SMILES	Shiga inhibitor	Pf growth 48h	Tb PYK inh	AMA1 RON2 block	LmPK inhibitor	Cycloheximide cs	Pf growth 96h
COc1cccc(Nc2ncnc3c2cnn3C)c1	16	81%[activator]	-2%	6%	0%	23	u
O=S(=O)(c1ccccc1)N(CC(O)CN1CCCC1)c1ccccc1 (centres undefined)	-1	0%	-1%	11%	-1%	-3	-8%
Cc1ccc(CNC(=O)CN2c3cccc4cccc(c34)S2(=O)=O)cc1	x	u	0%	32%[activator]	x	x	u
Nc1ccc(N2CCN(C(=O)c3ccco3)CC2)cc1	12	u	-17%	u	0%	2	u
COc1ccc(-n2c(=O)cc(N3CC(C)OC(C)C3)[nH]c2=O)cc1 (centres undefined)	13	21%	4%	-4%	-1%	-2	u
CC(C)c1ccc(CNNC(=O)c2ccccc2)cc1	75*	20%	1%	9%	-5%	52*	59%[activator]
O=C(CNC(=O)c1ccccc1O)N/N=C/c1ccccn1	29	39%	-2%	u	0%	16	85%[activator]
Cc1ccc(NCc2nnc(SCC(=O)OC3CCCCC3)o2)c(C)c1	-4	2%	-4%	-11%	1%	-1	-1%
O=S(=O)(c1ccccc1)c1nc(-c2ccco2)oc1NCCN1CCOCC1	-15	x	0%	1%	-5%	6	30%
O=C1CC(c2cc(-c3ccccc3)no2)C1	42*	99%[activator]	-9%	-7%	-8%	39*	247%[activator]
Cc1c(C(=O)O)sc2ncn(C)c(=O)c12	0	23%	-5%	-4%	-2%	-2	u
C=CCn1c(C)cc(C2=NNC(=NCC)SC2)c1C	-31	u	18µM*	-4%	14µM*	-12	-66%
CC(=O)Nc1ccc(N2CCN(Cc3ccccc3)CC2)cc1	-4	-1%[0.00184 µM]	-1%	-10%	-3%	-6	-2%
CCOC(=O)C1CCN(C(=O)C2CCN(S(=O)(=O)N3CCC4(CC3)OCCO4)CC2)CC1	-18	2%	1%	-14%	0%	-5	5%
COc1ccc(N2CCN(C(c3ccccc3OC)c3nnnn3C3CCCC3)CC2)cc1 (centres undefined)	-3	15µM*	5%	u	8%	-2	x
CCOC(=O)N1CCN(C(=O)CCSc2ccc(Cl)cc2)CC1	18	26%	-1%	11%	1%	13	-20%
Cc1c(C)c2ccc(O)c(CN3CCN(C)CC3)c2oc1=O	-4	0%	-1%	-1%	2%	-3	8%
COC1CCCN(Cc2nc(Cc3ccccc3F)no2)C1 (centres undefined)	4	6%	-1%	-19%	-5%	11	-8%
Cc1cc(OC(C(=O)O)c2ccccc2)c2c(C)c(Cc3ccccc3)c(=O)oc2c1 (centres undefined)	-11	u	-5%	15%	-1%	0	u
O=S(=O)(Nc1ccc(N2CCCCC2)cc1)c1ccc(F)c(F)c1	7	27%	-16%	-11%[11.6 µM]	2%	-2	5%
CCN(CC)C(=O)COc1ccc2c(-c3ccccc3)cc(=O)oc2c1	-6	u	-4%	-2%	1%	-2	184%[activator]
O=C(c1ccc(NS(=O)(=O)c2cccc(F)c2)cc1)N1CCCC1	-7	0%	0%	7%	-1%	10	4%
COCCOc1ccc(C(F)(F)F)cc1NC(=O)c1ccccc1F	15	u	0%	10%	2%	-5	10%
Cc1ccn2cc(CCNC(=O)Cc3cccs3)nc2c1	-8	19%	-1%	7%	-3%	-1	15%
CC(=O)C1C(c2ccc(F)cc2)NC(=O)NC1(O)C(F)(F)F (centres undefined)	-17	18%	12%	-12%	0%	-1	u

Going on with the list:
SMILES	Shiga inhibitor	Pf growth 48h	Tb PYK inh	AMA1 RON2 block	LmPK inhibitor	Cycloheximide cs	Pf growth 96h
COC(=O)CNc1nc(-c2cccnc2)nc2ccccc12	-21	-5%	-4%	16%	0%	-1	u
Cc1ccc(-c2nnc(Nc3ccc(CC(N)=O)cc3)c3ccccc23)cc1S(=O)(=O)NCCO	1	6.6µM*	-1%	-7%	1%	2	4%
COc1ccc(-c2nc(CS(=O)CC(=O)NCc3ccco3)c(C)o2)cc1OC (centres undefined)	-9	x	1%	-4%	3%	-3	u
CC(=O)N(c1cccc(C)c1)S(=O)(=O)c1ccc(Cl)cc1	3	0%	-1%	-1%	4%	-2	49%[activator]
O=C(c1ccc(F)cc1)N1C2CCC1CC(O)(c1ccccc1F)C2 (centres undefined)	2	-11%	3%	-7%	2%	-4	u
O=S1(=O)N=C(N/N=C/c2cccs2)c2ccccc21	-2	u	-4%	27%	-2%	-1	13µM*
O=C(Nc1cccnc1)c1ccc(NC(=O)c2ccco2)cc1	61	20%	5%	-16%	-4%	19*	x
Cc1ccc(Nc2nc(N)c([N+](=O)[O-])c(NCc3ccccc3)n2)cc1	25	u	5%	-17%	-4%	-2	u
CN1C(=O)C(=Cc2ccccc2OCc2ccccc2Cl)C(=O)N(C)C1=O	-1	19%	u	44%[activator]	3%	10	19%
Cc1ccnc(NC(=O)CN2C(=O)c3ccccc3S2(=O)=O)c1	x	-11%	1%	-5%	x	x	27%
CC(=NCCc1ccccc1)c1c(O)n(C)c(=O)n(C)c1=O	9	6%	-4%	1%	2%	-1	-22%
C/C(=N/Nc1ccc([N+](=O)[O-])cc1)c1c[nH]c2ccccc12	34*	1%	-6%	-26%	-2%	27*	u
COc1ccc(N2CC(C(=O)Nc3ccc(S(=O)(=O)N4CCCC4)cc3)CC2=O)cc1 (centres undefined)	11	u	-4%	13%	4%	6	2%
Cc1ccc(S(=O)(=O)Nc2nc3ccc(N)cc3s2)cc1	-3	4%	-11%	3%	0%	-6	15%
O=C1CN(S(=O)(=O)c2ccccc2Cl)CCN1	x	47%[activator]	-8%	-2%	x	x	75%[activator]
CCc1nnc(NS(=O)(=O)c2ccc(N3C(=O)C4CC=C(Cl)CC4C3=O)cc2)s1 (centres undefined)	-7	x	-2%	2%	10%	0	34%[activator]
CC(C)N(Cc1ccccc1)C(=O)Cn1c(=O)cnc2ccccc21	-6	19%	0%	-4%	-6%	-3	23%
O=C(NC1(C(F)(F)F)N=C(c2ccccc2)NC1=O)c1ccccc1F (centres undefined)	-9	-4%	-15%	2%	3%	1	9%
NC(=O)C1CCN(C(=S)NCc2ccc3c(c2)OCO3)CC1	-11	2%	1%	-9%	-3%	-2	u
CCOC(=O)CC(NC(=O)c1cc2cccc(OC)c2oc1=O)c1cccc([N+](=O)[O-])c1 (centres undefined)	-11	5%	1%	-10%	2%	-5	1%
Cc1noc(/C=C/N(C)C)c1S(=O)(=O)N1CCCC(C(=O)NCc2cccs2)C1 (centres undefined)	-22	x	-1%	-15%	-3%	1	9%
CCC1CCCCN1C(=O)/C=C/c1ccc2c(c1)OCO2 (centres undefined)	38	5%	-1%	0%	1%	9.8*	u
COC(=O)CCc1sc(NC2CCCCC2)nc1-c1ccc(OC)cc1	36	1%	-7%	u	0%	25*	u
CC(C)C(=O)NC(NCC1CCCO1)C(Cl)(Cl)Cl (centres undefined)	-20	-2%	-6%	-2%	-5%	-3	12%
CN(C1CCCCC1)S(=O)(=O)c1ccc(Cl)c(C(=O)O)c1	-9	7%	-15%	2%	5%	-4	17%

(cont.)
SMILES	Shiga inhibitor	Pf growth 48h	Tb PYK inh	AMA1 RON2 block	LmPK inhibitor	Cycloheximide cs	Pf growth 96h
CCNc1nc(SCCOc2ccc(Br)cc2)nc(N(C)C)n1	-3	-20%	3%	23%	1%	-6	u
CC(C)(C)n1ncc2c(=O)n(CC(=O)NC3CCCCC3)cnc21	85*	94%[activator]	3%	2%	1%	35*	x
O=C(NCCNC(=O)c1ccccn1)c1cccc(F)c1	-4	24%	0%	20%	7%	-5	-25%
CCc1ccc(CNC(=O)Cc2ccc(NC(=O)C3=C(C)OCCS3)cc2)cc1	57*	126%[activator]	-13%	4%	-2%	36*	12µM*
COC(=O)c1cc(-c2cccs2)nn1-c1ccccc1	11	u	3%	-2%	9%	-3	-136%
COc1cc(/C=C/C(=O)OCC(=O)NC2CCS(=O)(=O)C2)ccc1OC(F)F (centres undefined)	x	u	0%	-11%	x	x	22%
COc1ccc(/C=C/C(=O)Nc2cccc(F)c2)cc1S(=O)(=O)N1CCOCC1	52	u	3%	2%	-3%	28*	6.6µM*
O=C1CN(C(=O)N[C@@H](Cc2ccccc2)C(=O)N[C@H](Cc2ccccc2)C(=O)O)c2ccccc2N1	-2	-4%	-5%	15%	-8%	-3	-16%
CCOC(=O)c1c(C)nn(-c2ccc(NC(=O)/C=C/C(=O)O)cc2)c1C	-21	3%	-7%	0%	-3%	-4	12%
COc1ccc(C2(CNC(=O)c3ccco3)CCOCC2)cc1	-12	2%	1%	13%	4%	-5	u
N=C1C(c2ccccc2)=C(O)CN1c1cccc(O)c1	13	34%[activator]	4%	-6%	2%	3	10%
Nc1cc(C(=O)O)ccc1Sc1ccccc1C(=O)O	16	31%[activator]	u	-4%	-3%	15	36%
CC(=O)c1sc2ccccc2c1OC(=O)c1ccco1	-9	x	3%	-2%	12%	-3	9%
Cc1cc(NC(=O)CCCS(=O)(=O)c2nc(-c3cccs3)cc(C(F)(F)F)n2)no1	9	u	2%	4%	3%	9	-8%
Cc1ccc2ccccc2c1NC(=O)Cn1nnc(-c2cccnc2)n1	-1	25%	5%	u	6%	-4	0.66µM*
Cc1c(C(=O)OCc2ccc(F)cc2)sc2nc3n(c(=O)c12)CCC3	x	9%	4%	-3%	x	x	10%
Cc1cc(OCC(=O)OCC(=O)N2CC(C)CC(C)C2)ccc1Cl (centres undefined)	x	u	1%	23%	x	x	-26%
S=C(NCc1ccc(Cl)cc1)N1CCN(c2ccccn2)CC1	-9	15%	-5%	-16%	0%	-4	10%
O=C(COC(=O)c1cccnc1Cl)Nc1ccccc1OC(F)F	16	2%	3%	-8%	5%	2	20%
CCN1CCN(C(=O)c2cc3c(OC)c(OC)c(OC)cc3[nH]2)CC1	-3	x	5%	6%	1%	-2	-4%
O=C1CN(C(=O)c2ccc(Cl)c([N+](=O)[O-])c2)c2ccccc2N1	-9	-17%	-3%	0%	-5%	-2	u
CCOC(=O)C1CCN(S(=O)(=O)c2cn(C)c(=O)n(C)c2=O)CC1	-10	0%	6%	8%	1%	-3	4%
COc1ccc(OC(=O)CCCN2C(=O)c3ccccc3C2=O)cc1	-10	0%	-2%	11%	1%	-2	43%[activator]

Seven compounds out of the list, ordered by SMILES length, rising.
SMILES	Shiga inhibitor	Pf growth 48h	Tb PYK inh	AMA1 RON2 block	LmPK inhibitor	Cycloheximide cs	Pf growth 96h
CC(=O)c1sc2ccccc2c1OC(=O)c1ccco1	-9	x	3%	-2%	12%	-3	9%
O=C(COC(=O)c1cccnc1Cl)Nc1ccccc1OC(F)F	16	2%	3%	-8%	5%	2	20%
Cc1c(C(=O)OCc2ccc(F)cc2)sc2nc3n(c(=O)c12)CCC3	x	9%	4%	-3%	x	x	10%
CCOC(=O)C1CCN(S(=O)(=O)c2cn(C)c(=O)n(C)c2=O)CC1	-10	0%	6%	8%	1%	-3	4%
CCc1ccc(CNC(=O)Cc2ccc(NC(=O)C3=C(C)OCCS3)cc2)cc1	57*	126%[activator]	-13%	4%	-2%	36*	12µM*
O=C1CN(C(=O)c2ccc(Cl)c([N+](=O)[O-])c2)c2ccccc2N1	-9	-17%	-3%	0%	-5%	-2	u
COc1ccc(/C=C/C(=O)Nc2cccc(F)c2)cc1S(=O)(=O)N1CCOCC1	52	u	3%	2%	-3%	28*	6.6µM*

Compound activity as filed in PubChem.
